From PubChem
SUMO Mot1 rescue = blocks SUMOylation pathway, rescuing yeast Mot1-301 growth | S. cerevisiae Mot1-301 growth rescue, ATP luminescence, 38.5C; percent above DMSO median, 100 means doubled | growth rescue, % at 18.8 µM | 320,000 compounds, 1% hits;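 active means every valid replicate shows activation above 250% relative to neutral control wells; inactive means the rest, any valid replicate at or below 250%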;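 further: OY570 slx delta 5 strain wells were the positive control but not used for scaling; some compounds called inactive have numbers as strong as hits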
PKA-R1A activ = activators of PKA-R1A complex. PKA-R1A dissociation, Cy5-IP20 fluorescence polarization; scaled: DMSO 0%, 113 µM cGMP 100%. 340,000 compounds, 0.083% hits. activation, % at 11.4 µM. AID 504707;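 active means percent activation above the mean of all tested compounds plus 3 SD, cut at about 19% in these data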;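 further: higher means more PKAc released from R1A so a rise in polarization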
OPRM1-OPRD1 ag = OPRM1-OPRD1 heterodimerization agonism | AID 504326 | cells, luminescence | activation, % at 9.3 µM | 340,000 compounds, 0.3% hits; in the data active means activation above about 18%;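 further: 0% = vehicle-treated cells and 100% = reference agonist; values of inactives mirror those of a sister screen read the other way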
Target sequence (P35372 whole entry, looked up): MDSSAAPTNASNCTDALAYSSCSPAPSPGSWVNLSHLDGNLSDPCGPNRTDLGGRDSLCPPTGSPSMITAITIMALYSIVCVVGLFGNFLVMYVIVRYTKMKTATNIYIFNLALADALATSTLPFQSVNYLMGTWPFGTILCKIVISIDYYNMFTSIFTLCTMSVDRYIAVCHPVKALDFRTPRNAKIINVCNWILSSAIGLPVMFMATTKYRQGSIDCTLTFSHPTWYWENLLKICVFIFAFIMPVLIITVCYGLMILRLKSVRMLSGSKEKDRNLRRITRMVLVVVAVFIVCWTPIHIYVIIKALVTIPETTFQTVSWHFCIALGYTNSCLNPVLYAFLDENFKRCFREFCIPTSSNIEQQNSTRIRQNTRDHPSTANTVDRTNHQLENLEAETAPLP
Target sequence (P41143 whole entry, looked up): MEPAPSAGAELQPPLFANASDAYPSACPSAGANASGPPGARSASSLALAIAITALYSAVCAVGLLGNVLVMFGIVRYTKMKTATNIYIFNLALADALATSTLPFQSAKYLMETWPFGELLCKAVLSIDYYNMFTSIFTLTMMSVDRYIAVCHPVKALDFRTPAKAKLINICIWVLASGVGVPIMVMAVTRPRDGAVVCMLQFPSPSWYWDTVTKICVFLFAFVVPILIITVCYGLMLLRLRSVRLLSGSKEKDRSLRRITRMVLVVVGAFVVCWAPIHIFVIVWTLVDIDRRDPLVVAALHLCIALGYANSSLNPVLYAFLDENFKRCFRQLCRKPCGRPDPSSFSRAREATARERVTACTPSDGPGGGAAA
E coli growth = bacterial growth inhibition, counter-screen for AddAB inhibitors; E. coli V3065 growth, OD600 absorbance, 18 h; inhibition, % at 11.9 µM; 330,000 compounds, 0.27% hits; AID 449728;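 active means inhibition above the campaign's mean inhibition across all tested compounds plus 3 SD, cut at about 9.9% in these data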;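 further: uninfected addAB+ strain grown without phage in ampicillin broth; 0% = DMSO wells and 100% = ciprofloxacin 0.95 µg/ml wells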
PfHsp90 yeast 2 = reduces growth (ATP signal) of yeast expressing P. falciparum Hsp90. S. cerevisiae expressing PfHsp90, BacTiter-Glo ATP, 48 h; yeast lacking PDR1 and PDR3 efflux regulators. inhibition, % at 9.4 µM. 310,000 compounds, 0.32% hits. AID 504621;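 active means every replicate shows inhibition above about 80%, whatever the replicate mean, limit read from the data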;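 further: 0% = DMSO neutral controls and 100% = 20 µM radicicol positive controls; yeast relying on Plasmodium falciparum Hsp90 in place of its own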
AddAB inh = less growth of phage-infected E. coli with AddAB | E. coli expressing H. pylori AddAB, absorbance growth | inhibition, % at 11.9 µM | 330,000 compounds, 0.29% hits; in the data active means inhibition above about 12%;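 further: 0% = vehicle wells of infected cells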
phage Ecoli inh = E. coli growth loss with phage present | growth absorbance | inhibition, % at 11.9 µM | 360,000 compounds, 0.26% hits | AID 651602; in the data active means inhibition above about 11%
MOR-DOR inv ag = mu-delta opioid heterodimer inverse agonism; 340,000 compounds, 0.21% hits; inhibition, % at 9.3 µM; cell-based MOR-DOR heterodimer luminescence; P35372+P41143; AID 504357; in the data active means inhibition above about 22%, passing the limit was not always enough;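 further: 0% = cells with DMSO and 100% = wells without cells with DMSO; values of inactives mirror those of a sister screen read the other way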
HTR5A ag = counter-screen for OPRM1-OPRD1 agonists: human HTR5A agonism. P47898. HTR5A agonist assay, luminescence, cell-based. activation, % at 9.3 µM. 340,000 compounds, 0.61% hits. AID 504692; in the data active means activation mostly above about 9.5%, no sharp cut-off; inactive means mostly below about 7.6%;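 further: 0% = cells with vehicle only and 100% = reference agonist; strong numbers were not always called active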
HTR5A inv ctr = inverse agonist of human HTR5A in OPRM1-OPRD1 counter-screen | P47898 | HTR5A cell line, luminescence, inverse agonism | inhibition, % at 9.3 µM | 340,000 compounds, 0.083% hits | AID 504634; in the data active means inhibition mostly above about 23%, no sharp cut-off; inactive means mostly below about 18%;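 further: 0% = cells with DMSO and 100% = no-cell wells with DMSO; some compounds called inactive have numbers as strong as hits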
Pemphigus Ab inh = inhibitors of pemphigus antibody binding to human desmoglein-3. P32926. DSG3-coupled beads, scFv-anti-DSG3-GFP binding, flow cytometry; stronger effect = lower value. binding (percent of control), % at 10 µM. 310,000 compounds, 0.48% hits. AID 588358;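 active means binding more than 3 SD below its plate's average and above zero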; further: some compounds called inactive have numbers as strong as hits
Numbers without * were called inactive; . = no result given.

SMILES	SUMO Mot1 rescue	PKA-R1A activ	OPRM1-OPRD1 ag	E coli growth	PfHsp90 yeast 2	AddAB inh	phage Ecoli inh	MOR-DOR inv ag	HTR5A ag	HTR5A inv ctr	Pemphigus Ab inh
O=C(CN1C(=O)CCC1=O)Nc1cccc(NC(=O)CN2C(=O)CCC2=O)c1	5	-4	-4.0	4.0	-7	3.7	3.8	20	-2	6	105
COc1ccc(-c2cc3ccccc3n2CC(O)CN2CCN(CCO)CC2)cc1 (centres undefined)	-5	7	-0.3	-0.8	32	1.4	1.7	2	12	-36	109
Cc1cc(=O)c2ccccc2n1CC(=O)NCc1ccccc1	-6	-3	-1.9	-0.4	-24	-0.9	0.2	9	2	-8	88
Cc1ccc(C2=NNC(=Nc3ccc(F)cc3)SC2)cc1	.	4	0.1	.	-56	.	2.9	0	-3	30	94
COc1cccc(-c2nc(CS(=O)(=O)CC(=O)NCc3ccc(Cl)cc3)c(C)o2)c1	-5	-2	-0.8	0.2	-23	-1.9	3.5	4	-2	16	77
CCc1ccccc1NC(=O)CN1CCN(CC(=O)Nc2ccc3c(c2)OC2(CCCCC2)O3)CC1	.	-2	1.3	.	-12	.	6.6	-5	7	-17	.
C#CCOCCOCCOCCNc1nc(N2CCOCC2)nc(N2CCN(C(=O)CCCCCCCCCCNC(=O)[C@@H](CCSC)n3cc(CCO)nn3)CC2)n1	10	-3	-0.3	-1.7	4	-0.5	1.3	2	14*	-2	100
Cc1cccc(OCCCC(=O)NNC(=O)c2ccccn2)c1	22	1	-1.2	-13	1	-7.1	-3.5	6	-2	7	100
Clc1ccc(-c2cc(COc3ccccc3)no2)cc1Cl	65	3	3.5	4.2	0	1.4	2.0	-21	2	-13	108
CC(=O)NCCOc1cccc2cccnc12	7	4	-1.7	-0.1	2	-0.3	1.3	9	-3	-9	104
COc1cc(/C=N/NC(=O)Cc2nnc(N)s2)cc(OC)c1OC	-4	-3	-1.9	0.2	-4	9.2	-0.4	10	0	-22	116
CCOC(=O)c1ccc(NC(=O)C(C)NS(=O)(=O)c2ccc(OC)cc2)cc1 (centres undefined)	86	-8	-0.1	1.9	.	1.8	1.2	1	1	-1	97
C/C(=N\O)C(C)(C)Nc1ccc(Cl)cc1	1	4	-2.3	-2.1	15	-2.7	1.7	11	2	-8	.
S=C1NNC2(NN1)C1CC3CC(C1)CC2C3	-11	1	-2.3	-2.6	7	1.6	2.2	13	3	-10	96
Cc1cc([N+](=O)[O-])ccc1NC(=S)NC(=O)C(c1ccccc1)c1ccccc1	-2	-10	-3.8	1.6	-17	4.6	1.4	16	-3	8	.
Cn1c2ccccc2c2c(C(=O)N3CCN(c4ccccn4)CC3)cn(C3CCCC3)c(=O)c21	0	6	-0.9	0.5	-11	0.7	2.2	5	-2	11	106
C/C(=N\Nc1ccc(Cl)c(C(=O)O)c1)c1cccs1	-1	3	0.2	0.8	-13	-1.2	-0.1	-1	6	-17	88
O=C(CSc1nnc(Nc2ccccc2F)s1)NC1CC1	2	3	0.0	-1.2	-7	-0.8	2.9	0	4	-16	102
COc1ccc(CCNC(=O)CCc2ccc(OC)cc2)cc1	-8	-2	-2.5	2.6	2	0.1	2.0	14	-6	-2	.
Cn1nnnc1SCC(=O)Nc1cc(S(=O)(=O)N2CCCCC2)ccc1Cl	-10	10	-0.9	-0.9	3	0.8	-1.6	4	2	-7	91
CC1CCCCN1CCNC(=O)CCc1nnc2n(Cc3ccccc3)c(=O)c3ccccc3n12 (centres undefined)	3	-4	-2.3	-2.3	-12	2.9	2.0	12	-8	23	117
CC(C)=CCN1CCN(Cc2nc(-c3ccccc3)cs2)CC1CCO (centres undefined)	-12	-10	-2.2	1.3	-10	0.3	-0.5	11	-2	-17	99
COc1ccc(C(=O)CSc2n[nH]c(=O)n2Cc2ccco2)cc1	76	-8	-2.8	-1.9	-3	-0.9	1.0	14	-3	12	112
CCOC(=O)c1c(NC(=O)OC)sc(C(=O)N(CC)CC)c1C	.	-1	-0.9	-0.1	3	2.7	1.9	5	2	5	103
C[C@H](NC(=O)c1[nH]cnc1C(=O)Nc1ccc(CNC(=O)OC(C)(C)C)cc1)C(=O)OC(C)(C)C	-17	4	9.3	-0.8	-4	1.6	2.1	-54	5	-12	106
OCc1cc(-c2ccc(Cl)c(Cl)c2)on1	18	2	-1.9	0.2	-23	-3.3	4.6	10	3	-4	102
COc1cc2c(cc1NC(=O)c1cc(-c3ccccn3)nc3ccccc13)oc1ccccc12	6	-7	-0.1	0.3	26	3.0	6.1	1	-1	4	92
Cc1ccccc1OCCNc1ccc(C(F)(F)F)cc1[N+](=O)[O-]	-10	1	3.9	-0.6	41	2.8	5.8	-17	-1	14	100
CCc1nnc(NC(=O)CSc2nncc(=O)n2N)s1	136	6	1.7	-3.4	-4	3.5	1.7	-6	3	-8	85*
Cc1ccc(S(=O)(=O)N(C)CC(=O)NNC(=O)Cc2cccc(F)c2)cc1	26	4	-1.2	-3.0	2	0.9	4.2	5	-4	26	97
CCCCN(C(=O)c1ccc(N(C)S(=O)(=O)c2ccc(C)cc2)cc1)c1c(N)n(CC(C)C)c(=O)[nH]c1=O	.	0	-6.0	.	.	.	0.9	23	-3	11	83
CCC1(CC)C(=O)C2=C3C1[C@H](C(=O)OC)C=C(C(=O)OC)C[C@H]3n1c(=O)n(C)c(=O)n1[C@H]2C (some centres undefined)	329	8	-2.7	-1.7	-24	3.7	3.4	14	7	-30	98
CC(=O)c1cccc(OC(=O)c2ccccc2)c1	.	8	0.6	.	-3	.	3.2	-3	-2	6	104
COC(=O)c1ccc(CNC(=O)c2ccc(OCC(=O)N3CCOCC3)c(OC)c2)cc1	4	-1	-3.3	0.8	.	0.9	2.2	17	2	-6	93
N#Cc1c(-c2ccccc2)cc(-c2ccc3c(c2)OCO3)[nH]c1=O	3	1	-2.9	0.2	-10	-0.1	0.5	11	-3	7	104
O=C(CCCc1nc2ccccc2s1)N1CCN(S(=O)(=O)c2cccs2)CC1	2	-5	0.3	1.0	12	3.2	3.4	-2	3	-3	119
COCC(C)NC(=O)c1cc(-c2cccc(OC)c2)on1 (centres undefined)	-7	-8	-2.8	1.7	-9	0.4	5.7	15	-3	11	101
CCCCOc1ccc(N2C(=O)CC(NCc3ccncc3)C2=O)cc1 (centres undefined)	263	7	-3.1	-1.9	-15	1.1	1.3	16	-1	3	95
CCOC(=O)C1Oc2ccccc2C(c2ccc(C)cc2)=C1C(=O)OC (centres undefined)	.	1	1.0	2.9	16	1.1	-2.3	-5	1	-2	116
O=C(CSc1nc(C2CCCCC2)nc2ccccc12)NCc1ccco1	10	-5	1.4	1.1	-20	2.4	1.0	-7	7	-7	102

Looked up by structure from the entries so far, 2 records:
SMILES	SUMO Mot1 rescue	PKA-R1A activ	OPRM1-OPRD1 ag	E coli growth	PfHsp90 yeast 2	AddAB inh	phage Ecoli inh	MOR-DOR inv ag	HTR5A ag	HTR5A inv ctr	Pemphigus Ab inh
COC(=O)c1ccc(CNC(=O)c2ccc(OCC(=O)N3CCOCC3)c(OC)c2)cc1	4	-1	-3.3	0.8	.	0.9	2.2	17	2	-6	93
S=C1NNC2(NN1)C1CC3CC(C1)CC2C3	-11	1	-2.3	-2.6	7	1.6	2.2	13	3	-10	96

Following part:
SMILES	SUMO Mot1 rescue	PKA-R1A activ	OPRM1-OPRD1 ag	E coli growth	PfHsp90 yeast 2	AddAB inh	phage Ecoli inh	MOR-DOR inv ag	HTR5A ag	HTR5A inv ctr	Pemphigus Ab inh
Cn1c(=O)n(C)c2cc(NS(=O)(=O)c3ccc(C(C)(C)C)cc3)ccc21	-7	2	-0.5	0.3	-6	3.1	3.2	3	4	-10	119
CCC1(c2ccccc2)NC(=O)N(CC(=O)N(C)Cc2ccccc2)C1=O (centres undefined)	12	11	-1.0	0.4	5	2.0	0.1	5	-4	-5	106
COc1cc(C2C(=O)N(C3CCCC3)CC(=O)N2Cc2ccco2)ccc1OC(C)C (centres undefined)	3	-2	-1.9	-2.2	-47	0.8	-2.1	10	3	-7	108
O=C1CC(=O)CC(c2ccccc2)C1	12	-11	-4.3	-0.5	-1	0.7	4.3	21	-1	3	98
COc1ccc(NC2CCN(C3CC(=O)N(c4ccc(F)c(Cl)c4)C3=O)CC2)cc1 (centres undefined)	59	-4	.	0.4	102*	2.7	4.0	.	.	.	.
Cc1ccc2c(c1)C1C3CCC(C3)C1S(=O)N2 (centres undefined)	-9	-1	1.3	1.9	.	-0.9	0.5	-7	0	7	126
COc1ccc(CCNC(=O)CCCCCn2c(SCC(N)=O)nc3cc4c(cc3c2=O)OCO4)cc1OC	-6	-5	-3.2	0.2	11	0.5	0.6	17	3	-7	104
CCCS(=O)(=O)n1nc(-c2ccc(OC)cc2OC)cc1N	5	-3	-0.9	-0.9	-19	0.8	3.7	5	-7	19	100
O=C1NC2(CCCCCCC2)C(=O)N1Cc1ccc(F)cc1	-13	-1	0.7	-1.1	9	1.4	1.2	-3	7	-18	94
Cc1ccc(NS(=O)(=O)c2ccc(C3CCCCC3)cc2)cc1	104	-1	3.6	1.7	-62	2.7	4.7	-20	6	-31	100
O=C(NCc1ccc(F)cc1)C1CC(=O)N(C2CCCCC2)C1 (centres undefined)	-8	4	1.8	-0.9	-52	0.1	0.6	-9	5	17	.
CCOc1cc2[nH]c(=S)n(CCC(=O)NCc3ccco3)c(=O)c2cc1OCC	66	-9	-1.1	-2.6	-2	1.0	1.2	5	4	-11	96
CCc1nnc(NC(=O)c2ccc(Cl)nc2)s1	-1	-7	-1.1	0.6	-23	0.8	3.5	6	2	-5	101
NC(=O)c1ccccc1NC(=O)COc1ccc2c(c1)OCO2	4	-14	1.3	0.9	-6	2.5	4.3	-10	-2	6	.
O=C(COC(=O)c1ccc(O)cc1O)Nc1cc(-c2ccccc2)nn1-c1ccccc1	-2	-5	0.6	1.9	.	-1.7	4.1	-3	2	-7	101
CCN(CC)S(=O)(=O)c1cc(C(=O)Oc2ccccc2OC)ccc1OC	-19	-4	-2.3	3.0	.	0.8	5.6	11	-5	12	98
O=C(CCNS(=O)(=O)c1cccc2nonc12)Nc1ccc(Cl)cc1	10	2	-1.9	4.0	-80	8.3	8.6	12	0	-4	.
CCOC(=O)c1c(-c2ccc(OC)cc2)csc1/N=C/C1=C(O)CCCC1=O	42	0	0.4	1.9	5	1.2	1.8	-2	-8	22	100
COc1ccc(C2=NCCn3cccc32)c(OC)c1	1	-11	-3.1	0.8	6	1.7	3.6	16	-2	17	105
CCOC(=O)c1ccc(NC(=O)CSc2n[nH]c(-c3ccncc3)n2)cc1	-20	-9	-1.6	0.7	5	1.3	3.1	9	-1	-12	95
CCN(CC)S(=O)(=O)c1ccc(-c2nnc(SCC(=O)Nc3cc(OC)cc(OC)c3)o2)cc1	-1	1	0.6	-0.3	-8	-0.2	4.2	-3	3	-13	.
CC(C)C(=O)NC(=S)Nc1ccccc1C(=O)Nc1ccccc1	-3	-3	-3.5	-0.9	-5	0.1	2.0	21	-1	15	115
COC(=O)c1ccccc1NC(=O)CSc1nncn1C	59	2	-0.2	-2.8	7	-0.2	-0.7	1	3	-9	107
